Redox H2O2 prof – compounds producing H2O2 with reducing agent – biochemical, NIH compound library profiling, artefact control for MLSCN library redox annotation, primary screen; DTT-dependent redox cycling H2O2, phenol red/HRP absorbance; 100% = 100 µM peroxide control, 0% = buffer; activation, % at 10 µM; 200,000 compounds, 0.03% hits;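 active = activation of at least 50% relative to the plate's high and low controls in the primary single-dose screen; inactive = activation below 50%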;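 note: compound incubated with DTT at 0.8 mM final as the reducing agent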
bIAP inhibitor – bovine intestinal alkaline phosphatase inhibitors, primary screen, selectivity assay for TNAP inhibitor project, biochemical, bovine IAP, CDP-star luminescence | alkaline phosphatase, intestinal [Bos taurus] | purified bovine IAP, 30 min | inhibition, % at 20 µM | 190,000 tested, under 10 active | AID 1019, 2008;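 active = over 50% inhibition of intestinal alkaline phosphatase at 20 µM in the single-dose screen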
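System: Purified bovine intestinal alkaline phosphatase (IAP) enzyme | Input: IAP diluted 1/65,000,000 in the well | Also added: CDP-star chemiluminescent phosphatase substrate, 30 µM final | Dosing: 20 µM single dose | Times: Enzyme reaction for 30 min at room temperature | Detection: Luminescence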
L major viab – Leishmania major promastigote growth inhibition, primary screen; Leishmania major promastigotes, resazurin fluorescence viability; inhibition, % at 10 µM; 200,000 compounds, 9% hits; AID 1063, 2008; in the data active = inhibition above about 50%;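 note: promastigotes grown with compound for 44 hours at 28 °C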
PPARg SRC3 recr – PPARgamma agonists recruiting SRC-3 coactivator, primary screen, biochemical. biochemical PPARgamma/SRC-3 coactivator recruitment assay. activation, % at 8 µM. Peroxisome proliferator-activated receptor gamma (Homo sapiens), P37231. 200,000 compounds, 0.26% hits; in the data active = activation above about 23%;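 note: 0% = DMSO and 100% = reference agonist; some compounds past the cut are filed as inactive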
Target sequence (P37231 whole entry, looked up): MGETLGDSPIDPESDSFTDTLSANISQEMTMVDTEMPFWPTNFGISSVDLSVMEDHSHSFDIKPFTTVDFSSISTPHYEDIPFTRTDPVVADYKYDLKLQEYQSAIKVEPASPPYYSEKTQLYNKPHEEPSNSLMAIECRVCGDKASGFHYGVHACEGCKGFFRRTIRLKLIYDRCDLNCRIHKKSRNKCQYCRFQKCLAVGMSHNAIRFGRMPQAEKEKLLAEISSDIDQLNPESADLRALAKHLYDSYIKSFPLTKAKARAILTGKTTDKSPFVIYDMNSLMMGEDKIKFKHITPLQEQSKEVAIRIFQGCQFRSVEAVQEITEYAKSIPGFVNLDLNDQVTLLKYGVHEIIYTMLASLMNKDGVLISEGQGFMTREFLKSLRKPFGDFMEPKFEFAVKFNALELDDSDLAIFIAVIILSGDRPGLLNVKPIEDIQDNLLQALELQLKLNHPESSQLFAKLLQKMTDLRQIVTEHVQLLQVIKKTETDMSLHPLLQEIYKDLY
PPARg SRC1 recr – PPARgamma agonists recruiting SRC-1 coactivator, primary screen, biochemical; PPARgamma-SRC-1 coactivator recruitment biochemical assay; activation, % at 8 µM; Peroxisome proliferator-activated receptor gamma (Homo sapiens), P37231; 200,000 compounds, 0.41% hits; AID 631, 2007; in the data active = activation above about 19%;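 note: 0% = DMSO and 100% = reference agonist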
ROMK primary – ROMK potassium channel modulators, primary screen, cell-based, thallium flux, MLSMR library | 130,000 compounds, 2% hits | B-score at 10 µM | ATP-sensitive inward rectifier potassium channel 1 (Homo sapiens), P48048 | Tet-inducible ROMK, thallium flux fluorescence; actives lie on both sides;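 active = signal ratio slope over the read window, or its plate-corrected B-score, at least 3 SD from the plate mean, either direction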;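 note: B-score of the F/F0 ratio slope over 7 to 12 s after thallium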
Target sequence (P48048 whole entry, looked up): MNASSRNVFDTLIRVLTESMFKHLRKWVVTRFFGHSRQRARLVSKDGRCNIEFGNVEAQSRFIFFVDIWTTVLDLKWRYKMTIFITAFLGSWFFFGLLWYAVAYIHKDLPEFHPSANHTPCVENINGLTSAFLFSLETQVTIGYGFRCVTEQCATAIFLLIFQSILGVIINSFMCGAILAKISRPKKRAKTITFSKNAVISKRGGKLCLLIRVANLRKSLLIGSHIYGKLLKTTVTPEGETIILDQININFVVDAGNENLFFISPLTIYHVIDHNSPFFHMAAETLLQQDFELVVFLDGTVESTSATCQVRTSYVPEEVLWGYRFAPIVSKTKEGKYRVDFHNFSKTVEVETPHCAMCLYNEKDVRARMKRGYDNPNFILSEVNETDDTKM
bIAP activator – bovine intestinal alkaline phosphatase activators, primary screen, biochemical, bovine IAP, CDP-star luminescence | alkaline phosphatase, intestinal [Bos taurus] | purified bovine IAP, 30 min; hits give high values; fold of DMSO-control signal, blank-subtracted | activation factor at 20 µM | 200,000 compounds, 0.17% hits | AID 1016, 2008;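 active = activation factor of 2 or more at 20 µM, a signal rise over negative controls twice the positive control's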
PPARg SRC-2 ag – agonists of PPARg-SRC-2 recruitment, primary screen, biochemical, HTS. Peroxisome proliferator-activated receptor gamma (Homo sapiens), P37231. PPARgamma LBD-SRC-2 recruitment. activation, % at 8 µM. 200,000 compounds, 0.34% hits. AID 1032, 2008; in the data active = activation above about 22%;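 note: 0% = vehicle and 100% = reference agonist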
S1P3 antagonist – S1P3 receptor antagonists, primary screen, cell-based. inhibition, % at 4.98 µM. CHO S1P3 NFAT-BLA reporter, FRET fluorescence, antagonist mode. 170,000 compounds, 0.27% hits;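 active = inhibition above the plate cutoff, the mean inhibition of test wells on that plate plus 3 SD, cut at about 28% in these data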;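 note: cells challenged with S1P at its EC80 of 0.8 µM; blue over green emission ratio from cleaved BLA substrate after 4 h stimulation; 0% = S1P-stimulated wells and 100% = unstimulated DMSO-only wells; some compounds past the cut are filed as inactive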
TLR4-MyD88 BLA – inhibitors of TLR4-MyD88 association in cells, primary screen, cell-based, HeLa CL3-4, BLA complementation, FRET ratio. Toll-like receptor 4 (Homo sapiens) + Myeloid differentiation primary response protein …. HeLa CL3-4 TLR4/MyD88 BLA complementation. inhibition, % at 8.4 µM. 200,000 compounds, 0.18% hits. AID 861, 2007; in the data active = inhibition above about 25%;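 note: 0% = vehicle and 100% = reference inhibitor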
TR-FRET SRC-2 ct – TR-FRET signal artefacts, primary screen, artefact control for PPARgamma SRC-2 agonist project, biochemical | AID 1049, 2008 | 200,000 compounds, 0.4% hits | TR-FRET ratio at 8 µM | TR-FRET artefact counter-screen; hits give high values; in the data active = TR-FRET ratio above about 2000; note: inactives centre near 1500
* hit, by the source's call; . = no result given.

#	SMILES	Redox H2O2 prof	bIAP inhibitor	L major viab	PPARg SRC3 recr	PPARg SRC1 recr	ROMK primary
1	Cn1c(=O)c2c(SCC(=O)N3CCOCC3)nc(CC(C)(C)C)nc2n(C)c1=O	-3.3	19	9	4	8	.
2	CCOC(=O)Nc1cc(C)c(Cl)cc1OC	-1.2	8	3	13	12	-0.26
3	O=C(COc1ccccc1-c1ccccc1)Nc1ccc(S(=O)(=O)NCc2ccco2)cc1	0.3	18	-4	4	6	0.27
4	Cc1csc(NC(=O)C2CCCCN2S(=O)(=O)c2ccccc2)n1 (stereo not drawn)	-0.5	-6	12	-1	-3	0.0054
5	O=C(COc1cccc2ccccc12)Nc1cc(S(=O)(=O)N2CCOCC2)ccc1N1CCOCC1	-0.4	-15	61*	2	6	-0.053
6	CSc1ccc(CN(C)CC(=O)NC(C)c2ccccc2)cc1 (stereo not drawn)	0.4	-24	17	-3	-8	-0.3
7	Cc1cc(/C=N\NC(=O)CC(=O)NC2CCCCC2)c(C)n1-c1cccc(Cl)c1Cl	0.3	-1	95*	-2	-4	0.56
8	CN(C)Cc1c(O)ccc2oc(Cc3ccccc3)cc12	0.1	26	77*	-15	-2	.

#	bIAP activator	PPARg SRC-2 ag	S1P3 antagonist	TLR4-MyD88 BLA	TR-FRET SRC-2 ct
1	0.8	15	18	-2	1740
2	0.9	-1	2	7	1625
3	0.8	7	.	12	1437
4	1.1	-7	0	6	1693
5	1.2	-2	-18	-2	1723
6	1.2	0	4	0	1485
7	1	-6	-5	10	1501
8	0.7	-1	20	13	1453

The listing continues:
#	SMILES	Redox H2O2 prof	bIAP inhibitor	L major viab	PPARg SRC3 recr	PPARg SRC1 recr	ROMK primary
9	NC(=O)C1CC(=O)N(c2ccc(OCc3ccccc3Cl)cc2)C1 (stereo not drawn)	-0.1	7	-4	0	-7	0.53
10	CC1=CCC2C(=O)N(c3ccccc3OC(=O)c3ccccc3F)C(=O)C2C1 (stereo not drawn)	-0.3	.	25	4	2	0.19
11	CCCCCC(=O)OC(CN1CCCCC1)CN1CCCC1=O (stereo not drawn)	-0.3	-6	-10	-6	6	.
12	CCOc1ccc(-n2c(SCC(=O)Nc3ccc(OC)cc3OC)nc3c(c2=O)SCC3)cc1	3.8	-2	-3	3	6	1.7
13	COc1cc(/C=N/N=C(\N)c2nonc2N)ccc1O	-1.4	3	-4	7	14	0.0083
14	COc1ccc(S(=O)(=O)N2N=C(C)Oc3ccccc3C2=O)cc1	1.0	7	-1	14	5	.
15	O=C(c1ccccc1)N1CCn2c(nc3ccccc32)C1	0.0	0	-2	-1	2	0.14
16	CCCn1c(SCC(=O)Nc2ccccc2C(=O)OC)nc2c1c(=O)n(C)c(=O)n2C	2.0	-5	0	-8	-3	.

#	bIAP activator	PPARg SRC-2 ag	S1P3 antagonist	TLR4-MyD88 BLA	TR-FRET SRC-2 ct
9	0.9	-5	-12	4	1423
10	0.3	-1	-16	-12	1635
11	1.1	4	-1	5	1508
12	1	13	-2	-4	1440
13	1	6	0	4	1711
14	0.9	8	.	8	1663
15	1	-3	5	-4	1487
16	1	-1	0	15	1733

(next part)
#	SMILES	Redox H2O2 prof	bIAP inhibitor	L major viab	PPARg SRC3 recr	PPARg SRC1 recr	ROMK primary
17	Cn1c(CNc2nc(-c3ccccc3)cs2)nnc1SCC(=O)N1CCc2ccccc21	1.1	5	-1	-7	-9	-2
18	CCCSc1nc(C)cc(C)c1S(C)(=O)=O	-1.0	-7	-1	1	-1	0.96
19	Cc1ccc(-c2nnn(CC(=O)N(Cc3ccco3)C(C(=O)NC(C)(C)C)c3cccs3)n2)o1 (stereo not drawn)	2.0	40	34	-8	-8	.
20	CCCNC(=O)C1CCN(S(=O)(=O)c2c(C)noc2/C=C\c2ccc(OC)cc2)CC1	-0.9	-1	0	1	5	.
21	COc1cc(CNCCC2CCOC(C)(C)C2)ccc1O (stereo not drawn)	-1.0	1	57*	1	10	.
22	Cc1cccc(/C(N)=N/OC(=O)c2ccc3c(c2)OCO3)c1	0.0	2	37	1	1	-0.29
23	CCn1ncc(/C=N\NC(=O)COc2cc(C)cc(C)c2)c1C	0.0	9	-5	0	5	.
24	O=S(=O)(N/N=C\c1c(F)cccc1Cl)c1ccc(Cl)cc1	-1.2	0	-2	6	0	.

#	bIAP activator	PPARg SRC-2 ag	S1P3 antagonist	TLR4-MyD88 BLA	TR-FRET SRC-2 ct
17	0.9	1	-45	-8	1611
18	1.1	2	0	-19	1668
19	0.6	7	-18	1	1585
20	1	-3	.	-6	1505
21	1	1	-12	1	1643
22	1	2	6	-8	1562
23	0.9	4	-17	-2	1544
24	1	3	.	3	1543

The last six records of the part above come first, to join the parts:
#	SMILES	Redox H2O2 prof	bIAP inhibitor	L major viab	PPARg SRC3 recr	PPARg SRC1 recr	ROMK primary
19	Cc1ccc(-c2nnn(CC(=O)N(Cc3ccco3)C(C(=O)NC(C)(C)C)c3cccs3)n2)o1 (stereo not drawn)	2.0	40	34	-8	-8	.
20	CCCNC(=O)C1CCN(S(=O)(=O)c2c(C)noc2/C=C\c2ccc(OC)cc2)CC1	-0.9	-1	0	1	5	.
21	COc1cc(CNCCC2CCOC(C)(C)C2)ccc1O (stereo not drawn)	-1.0	1	57*	1	10	.
22	Cc1cccc(/C(N)=N/OC(=O)c2ccc3c(c2)OCO3)c1	0.0	2	37	1	1	-0.29
23	CCn1ncc(/C=N\NC(=O)COc2cc(C)cc(C)c2)c1C	0.0	9	-5	0	5	.
24	O=S(=O)(N/N=C\c1c(F)cccc1Cl)c1ccc(Cl)cc1	-1.2	0	-2	6	0	.
25	Cc1ccc(/C=C(\C#N)c2nn(-c3ccccc3)c(N)c2C#N)cc1	1.7	-8	65*	-4	-4	0.43
26	Cc1cccc(CCNC(=O)CCCOc2cc(=O)n(C)c3ccccc23)c1	-0.1	-9	12	-4	2	.
27	CC1(C)Oc2nc3ccccc3n2/C1=C\C#N	0.6	10	-1	-12	3	-0.16
28	Cc1cccc(-n2c(-c3csc(C(C)C)c3)n[nH]c2=S)c1	0.0	9	39	12	4	-0.035
29	COc1ccc2c(CC(=O)NC3CCCc4ccccc43)coc2c1 (stereo not drawn)	0.6	11	6	-1	-2	.
30	CCOC(=O)c1c(NC(=O)c2cccs2)sc2c1CCN(C(=O)OCC)C2	3.0	0	35	1	-1	.
31	O=C(O)c1ccccc1C(=O)c1ccc(Br)s1	-0.9	3	-4	7	11	1
32	O=C(Nc1ccc(N2C(=O)C3C4C=CC(C4)C3C2=O)cc1)Nc1cccnc1 (stereo not drawn)	2.2	-3	1	-5	-8	.

#	bIAP activator	PPARg SRC-2 ag	S1P3 antagonist	TLR4-MyD88 BLA	TR-FRET SRC-2 ct
19	0.6	7	-18	1	1585
20	1	-3	.	-6	1505
21	1	1	-12	1	1643
22	1	2	6	-8	1562
23	0.9	4	-17	-2	1544
24	1	3	.	3	1543
25	1.1	-3	0	2	1725
26	1.1	-4	-9	-2	1368
27	0.9	-10	.	-2	1735
28	0.9	11	.	-13	1506
29	0.9	2	-6	-3	1551
30	1	2	16	5	1489
31	1	14	-14	-2	1877
32	1	4	-14	-19	1425

The list continues:
#	SMILES	Redox H2O2 prof	bIAP inhibitor	L major viab	PPARg SRC3 recr	PPARg SRC1 recr	ROMK primary
33	CCOc1cc(CNCc2cccs2)ccc1OCC(=O)NC(C)(C)C	0.2	15	5	3	2	.
34	COc1ccc(CN2CC(C(=O)NCCc3ccc(C)cc3)CC2=O)cc1 (stereo not drawn)	1.1	0	0	11	6	.
35	CCN(CC)c1ncnc2c1[nH]c1ccccc12	-2.3	8	60*	0	6	.
36	CC(=O)NC(CCS(C)(=O)=O)C(=O)Nc1nc(C)cs1 (stereo not drawn)	3.5	17	12	-7	1	.
37	COc1ccc(/C=C/C(=O)NCc2c(C)nn(C)c2C)cc1COc1ccc(Br)cc1	-7.4	-4	3	9	6	.
38	CCC1SC2=NC(C)=C(C(=O)OC)C(c3ccc(C(=O)OC)cc3)N2C1=O (stereo not drawn)	-0.1	-1	-4	-3	4	-0.27
39	O=C(COC(=O)c1ccc(F)cc1)Nc1cc(S(=O)(=O)N2CCOCC2)ccc1N1CCCC1	-2.4	-8	30	6	6	-0.78
40	CC1(CCc2ccccc2)NC(=S)N(c2ccc(Cl)cc2)N1 (stereo not drawn)	-0.2	2	-10	3	-2	-0.47

#	bIAP activator	PPARg SRC-2 ag	S1P3 antagonist	TLR4-MyD88 BLA	TR-FRET SRC-2 ct
33	0.9	-7	-8	0	1485
34	1	-6	.	9	1433
35	0.9	11	.	-6	1676
36	0.8	3	8	-10	1553
37	1	7	.	1	1594
38	1	-9	.	4	1641
39	1.1	14	-1	-14	1707
40	1	-3	12	-5	1507

(continued)
#	SMILES	Redox H2O2 prof	bIAP inhibitor	L major viab	PPARg SRC3 recr	PPARg SRC1 recr	ROMK primary
41	O=C(O)c1ccccc1COc1ccccc1Cl	2.1	6	-20	-4	-4	.
42	O=C(CSc1nnc(-c2ccncc2)o1)NCc1ccccc1Cl	-0.4	1	-2	2	0	0.00078
43	Nc1c(Br)cc(Br)c(N2CCCC2=O)c1Br	-0.5	14	-8	-2	3	.
44	CC(=O)Nc1ccc(S(=O)(=O)N2C3CCCC2CC(NC(=O)C2CCCCC2)C3)cc1 (stereo not drawn)	1.7	-20	-7	-4	1	-0.98
45	Nc1ccccc1OCP(=O)(c1ccccc1)c1ccccc1	-0.3	12	34	4	1	0.47
46	O=C(CCN1C(=O)C2C3C=CC(C4CC34)C2C1=O)Oc1ccccc1 (stereo not drawn)	-2.4	-16	9	2	-1	-0.48
47	COc1cc(CC(NC(C)=O)C(=O)NC2CCN(c3c(Cc4ccccc4)c(C)nc4ncnn34)CC2)cc(OC)c1 (stereo not drawn)	-0.4	-14	-7	0	0	-0.0076
48	CCCn1c(SCC(=O)NCc2ccc(Cl)cc2)n[nH]c1=O	-1.3	-16	-10	0	2	-0.051
49	CC(=O)NCCCc1nc2ccccc2n1Cc1ccccc1C	0.1	19	-3	-1	4	1.3
50	O=C(NC1CCCCC1)C(c1cccs1)N(C(=O)Cc1c[nH]c2ccccc12)c1ccc(F)cc1 (stereo not drawn)	-5.0	10	75*	12	9	1.3

#	bIAP activator	PPARg SRC-2 ag	S1P3 antagonist	TLR4-MyD88 BLA	TR-FRET SRC-2 ct
41	0.9	-7	2	2	1490
42	1	-7	-1	-8	1527
43	0.9	1	-17	6	1574
44	1.2	3	-5	2	1481
45	0.9	-5	3	-7	1757
46	1.2	-4	-6	1	1434
47	1.1	9	-16	2	1535
48	1.2	-3	0	4	1470
49	0.8	-3	.	-8	1666
50	0.9	17	.	0	1589

Assay outcomes (PubChem)
